Screening data as filed in PubChem BioAssay.
S3 lipid droplet – qHTS Assay for Lipid Storage Modulators in Drosophila S3 Cells | Drosophila S3 cells, BODIPY lipid droplet fluorescence, 18-24 h; cells fed with added oleic acid | lipid storage change, negative = inhibition, % at the top dose, mostly 46.1 µM; hits show Potency in µM | 0.64% of 320,000 active | AID 2685, 2010; active = well fitted inhibition curve with a large enough effect in the signal ratio, with a control signal flat, not every such curve was filed as active; inconclusive = small, poorly fitted or top-dose-only effect, or effect the other way, or a change in a side signal; the % refers to the signal ratio
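Drosophila S3 cells got compounds at several concentrations plus oleic acid (400 uM solution). Laser-scanning cytometry with 488 nm excitation read lipid droplets at 500-530 nm and cells at 575-640 nm. Percent activity was relative to 20 uM Triacsin C.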
S3 lipid droplet cell count max – recorded beside S3 lipid droplet, whose call it bears; cell number change, %; measured here: cell count max response;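 cells counted by Cell Tracker Red CMTPX staining in the red channel; peak over a dose series mostly up to 46.1 µM; percent activity relative to internal control wells on each plate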
Starred values were filed as active, the others as inactive; i = inactive; ? = inconclusive; / = not tested or not shown. % is set by controls: 0 for no effect and ±100 for the full control effect; potency is the fitted concentration of half-maximal effect. This is a subset (hit frequency here may not be typical).

SMILES	S3 lipid droplet	S3 lipid droplet cell count max
CC1COc2ccccc2N1S(=O)(=O)c1ccc(Cl)cc1 (stereo not given)	?	/
CN(C)C(CNC(=O)c1ccc(Cl)c(S(=O)(=O)N2CCCCCC2)c1)c1ccccc1 (stereo not given)	15%	-25
COc1cc(OC)cc(-c2cc3nc(C)c(CCC(=O)Nc4nc(C)cs4)c(C)n3n2)c1	-17%	-6
Cc1cc(C(=O)COC(=O)[C@H](C)NC(=O)c2ccco2)c(C)n1Cc1ccco1	-25%	-7
O=C(NC(N1CCOCC1)C(Cl)(Cl)Cl)c1ccccc1Cl (stereo not given)	?	/
O=C(O)c1c2c(nc3ccccc13)/C(=C/c1c(F)cccc1F)CCC2	?	/
CC(=O)c1c(C)[nH]c(C(=O)OCc2nnc(-c3ccccc3)o2)c1C	?	/
O=C(CSc1nnnn1-c1ccc2c(c1)OCCO2)c1cccc2c1OCCO2	?	/
COC(=O)CSc1nnc(CNC(=O)c2ccco2)n1-c1ccc(F)cc1	-6%	13
CC(C)(C)NC(=O)CSc1ncnc2c1cnn2-c1ccccc1	?	/
NS(=O)(=O)c1ccc(CCNC(=O)c2ccc(Cn3c(=O)[nH]c4ccccc4c3=O)cc2)cc1	?	/
Cc1ccc(S(=O)(=O)N2CCCCC2)cc1C(=O)Nc1ccc(S(=O)(=O)Nc2ncccn2)cc1	-1%	13
NC(=O)C[C@@H]1NC(=O)c2cc([N+](=O)[O-])cc(F)c2NCCCC[C@@H](C(N)=O)NC(=O)[C@H](CO)NC1=O	7%	15
COc1ccc(C=O)cc1COc1ccc(Cl)cc1[N+](=O)[O-]	25%	-2
Cc1ccc(OC2CCN(C(=O)C3CCC(=O)N(C4CC4)C3)CC2)cc1 (stereo not given)	-9%	28
CCN(C(=O)C1CCCN1S(=O)(=O)c1ccc2c(c1)n(C)c(=O)c(=O)n2C)c1ccccc1 (stereo not given)	?	/
O=C(CC12CC3CC(CC(C3)C1)C2)Nc1cccc2ncccc12	?	/
CC(=O)c1c(C)n(-c2ccccc2)c2ccc(OCC(N)=O)cc12	19%	22
COCCOC(=O)c1[nH]c2c(c1C)C(=O)CC(c1ccccc1)C2 (stereo not given)	-14%	-12
O=C(NCCN1CCN(C(=O)c2ccc([N+](=O)[O-])cc2)CC1)C(=O)Nc1ccc(F)cc1	i	-11
COc1cc(OC)cc(-c2nc3nc(C)c(CCC(=O)NCC(OC)OC)c(C)n3n2)c1	0%	15
Oc1ccc(CNc2ccc(C(F)(F)F)cc2Cl)c2cccnc12	-11%	-25
O=C1CCC(=O)N1CNc1ccc(Oc2ccccc2)cc1	?	/
Cc1ccc(S(=O)(=O)NCc2ccccn2)c(C)c1	?	/
O=C(COc1ccc2ccccc2c1)Nc1nnc(-c2ccco2)s1	-24%	-3
Fc1ccccc1-c1nc(NC2CCCC2)c2ccccc2n1	-1%	6
COc1ccc(NC(=O)c2cccc(S(=O)(=O)NCc3ccccc3)c2)cc1S(N)(=O)=O	-7%	10
CCOC(=O)c1ccccc1NC(=O)c1ccc2c(=O)n3c(nc2c1)CCCCC3	-2%	-17
Cc1cc2nc3c(=O)n(CCc4ccccc4)c(=O)[nH]c3nc2cc1N	?	/
Cn1c(=O)c2c(ncn2CC(=O)N/N=C/c2ccc(Br)s2)n(C)c1=O	11%	-1
COCCCNC(=O)c1cccc(S(=O)(=O)N2CC3(C)CC2CC(C)(C)C3)c1 (stereo not given)	?	/
COc1ccccc1NC(=O)NC1CCS(=O)(=O)C1 (stereo not given)	i	14
COc1ccc(OC)c(S(=O)(=O)n2nc(-c3ccccc3)cc2N)c1	?	/
CCOc1ccc(OCCSc2nc3ccccc3[nH]2)cc1	?	/
COc1ccc(SC[C@H](Cc2ccccc2)N2CCN(C)CCC2=O)cc1	5%	10
O=[N+]([O-])c1ccc(N2CCN(c3nc(-c4ccc(Cl)cc4)cs3)CC2)cc1	?	/
CC1C(=O)Nc2ccccc2N1C(=O)c1ccc(F)cc1 (stereo not given)	?	/
COc1ccccc1Nc1c([N+](=O)[O-])cncc1[N+](=O)[O-]	?	/
C=CCn1c(Cc2ccc(OC)cc2)nnc1SCc1nc2ccccc2c(=O)[nH]1	?	/
CC(=O)Nc1sc2c(c1C(N)=O)CCC2	-13%	-10
COCCNC(=O)c1cn(C)c2ccc(S(=O)(=O)N(C)C3CCCCC3)cc2c1=O	?	/
COc1cc(OC)c(/C=N/NC(=O)COc2cccc3cccnc23)c(OC)c1	-5%	17
CC(C)(C)c1nc(NC(=O)Nc2ccccc2)sc1Br	?	/
CCC(C)C(NC(=O)c1ccccc1NC(=O)c1ccco1)C(=O)NC1CCCCC1 (stereo not given)	17%	-11
COCCC(=O)N1CCC(n2nccc2NC(=O)CCc2ccccc2)CC1	-4%	3
NS(=O)(=O)c1ccc(CNC(=O)CCC2CCCCC2)cc1	?	/
Cc1ccc(OC(=O)CCN2C(=O)c3ccccc3C2=O)cc1C	-10%	-15
CCOC(=O)CC1CCCCN1Cc1cn(C)nc1-c1ccc2c(c1)OCCO2 (stereo not given)	?	/

3 compounds from above, arranged by the number in S3 lipid droplet cell count max, lowest first:
mol | S3 lipid droplet cell count max
CCC(C)C(NC(=O)c1ccccc1NC(=O)c1ccco1)C(=O)NC1CCCCC1 (stereo not given) | -11
CC(=O)Nc1sc2c(c1C(N)=O)CCC2 | -10
COCCC(=O)N1CCC(n2nccc2NC(=O)CCc2ccccc2)CC1 | 3

(next part)
SMILES	S3 lipid droplet	S3 lipid droplet cell count max
Cc1ccc(NC(=O)C2CCCN2C(=O)c2cccs2)c(C)c1 (stereo not given)	?	/
CC(=O)OC1CCC2(C)C(=CCC3C2CCC2(C)C3CC3OC4(CCC(C)CN4)C(C)C32)C1 (stereo not given)	?	/
O=C(Nc1cccc(C(=O)O)c1)/C(=C\c1ccco1)NC(=O)c1ccccc1Cl	?	/
FC(F)c1nnc2ccc(Cl)nn12	?	/
O=C(c1cnn(C(=O)c2ccccc2F)c1)c1ccccc1O	-19%	-5
O=C(NNC(=S)Nc1ccccc1)c1cc(-c2cccnc2)nc2ccccc12	?	/
Cc1cc(S(=O)(=O)NCCC2=CCCCC2)ccc1Br	?	/
COC(=O)[C@H]1[C@H]2C[C@H]3c4[nH]c5ccccc5c4CCN3C[C@@H]2CC[C@@H]1O	?	-6
CCc1nnc(NC(=O)CSc2nc3c(cc2C#N)CCCC3)s1	-20%	-1
Fc1ccc(-c2nnc(-c3ccc(Cl)cc3Cl)o2)cc1	9%	2
Cc1ccc(C(=O)NCC(=O)OCC(=O)c2ccc3c(c2)NC(=O)CO3)cc1C	?	/
CCNC(=S)N1CCN(c2ccc([N+](=O)[O-])cc2)CC1	0%	20
Cc1ccc(S(=O)(=O)N2CCCCC2)cc1C(=O)N1CCCCCC1	-9%	-2
CN1CCN(CC(=O)Nc2ccccc2Sc2ccccc2)CC1	11%	13
Cc1ccc(S(=O)(=O)N/N=C/c2cccc3c2OCCO3)cc1	?	/
CCOC(=O)N1CCN(S(=O)(=O)CCNC(=O)c2cccc(OC)c2)CC1	i	/
O=C(ON=C1CCN(S(=O)(=O)c2ccccc2)CC1)c1ccc(Cl)cc1	15%	-3
CCOc1ccc(S(=O)(=O)N2CCOCC2)cc1NS(=O)(=O)c1ccc(OC)c([N+](=O)[O-])c1	?	/
COc1ccc(-c2nnc(SCc3cccc(C#N)c3)o2)cc1	?	/
CCN(c1ccccc1C(=O)O)S(=O)(=O)c1cccc2nsnc12	i	19
O=C(Nc1cccc(Cl)c1)C1C2C=CC3(O2)C1C(=O)N(CCCN1CCCCC1)C3C(=O)NC1CCCCC1 (stereo not given)	?	/
CC1CC(C)(C)NC(=S)N1CCCC(=O)N1CCN(c2ccccc2F)CC1 (stereo not given)	15%	2
CCOc1ccc(C(=O)NC(=S)Nc2ccccc2OC)cc1[N+](=O)[O-]	?	/
COCCn1c(SCC(=O)Nc2cccc(C)n2)nnc1-c1ccco1	?	/
O=C(O)c1cc(-c2ccc(/C=N/NC(=S)Nc3ccccc3)o2)ccc1Cl	?	/
Cc1ccc(-c2cc(C(=O)Nc3ccccn3)c3ccccc3n2)o1	?	/
CCN1/C(=C2\SC(=S)N(Cc3ccccc3)C2=O)Sc2ccccc21	-25%	-11
O=C(NCC1CCCCC1)c1cc2ccccc2cc1O	-29%	-12
CCN(CC)CCn1c2c(c(SCC(=O)Nc3nc(C)cs3)nc1=O)CCCC2	?	/
Nc1ccc(S(=O)(=O)Nc2ccnn2-c2ccccc2)cc1	3%	19
COC(=O)c1cccc(C23CC4(C2)[C@H](CN(Cc2ccc(C(F)(F)F)cc2)[C@@H]4c2ccccc2)C3c2ccc(C(F)(F)F)cc2)c1 (stereo not given in full)	?	/
Cc1nc2cc(-c3cccc(Cl)c3)nn2c(N2CCN(C(=O)c3ccco3)CC2)c1C	19%	-2
Cc1ccc(-n2ncc3c(NCc4cccnc4)ncnc32)cc1C	?	/
CCCCN(CCCNC(=O)c1ccc(CS(=O)(=O)c2ccc(OC)cc2)o1)Cc1ccccc1	?	/
CC(=O)Nc1ccc(Nc2nc(-c3ccccc3)nc3ccccc23)cc1	-11%	-16
COc1ccc(Nc2nc(N3CCCC3)nc3ccccc23)c(OC)c1	?	/

Single records (already shown). Screens in order: S3 lipid droplet | S3 lipid droplet cell count max
CCN1/C(=C2\SC(=S)N(Cc3ccccc3)C2=O)Sc2ccccc21 reads -25% | -11
CCN(CC)CCn1c2c(c(SCC(=O)Nc3nc(C)cs3)nc1=O)CCCC2 reads ? | /
Cc1ccc(-c2cc(C(=O)Nc3ccccn3)c3ccccc3n2)o1 reads ? | /
Nc1ccc(S(=O)(=O)Nc2ccnn2-c2ccccc2)cc1 reads 3% | 19

Following part.
SMILES	S3 lipid droplet	S3 lipid droplet cell count max
COC(=O)CN(c1ccc(C(C)C)cc1)S(=O)(=O)c1c(C)[nH]c(=O)[nH]c1=O	?	/
C=CCn1c(=NC(=O)CC)n(C)c2ccccc21	?	/
COc1ccc(Cc2noc(CN(C)CC(O)c3ccccc3)n2)cc1OC (stereo not given)	?	/
COc1ccc(NC(=O)CCN2C(=O)c3ccccc3S2(=O)=O)c(OC)c1	3%	16
CC1(C)C(=O)OC(c2ccccc2)C2(CCCC2)C1=O (stereo not given)	?	/
CCOC(=O)C1=NN(c2ccccc2C)C2=NC(C)=C(C(=O)OC)C(c3cccc(OC)c3)N12 (stereo not given)	?	/
CC1(C)C2CCC1(CS(=O)(=O)NCc1ccc(C(=O)O)cc1)C(=O)C2 (stereo not given)	-6%	-1
CCO[C@H]1OC(C(=O)Nc2ccccc2)=C[C@@H](C)[C@@H]1CCCO	-7%	-1
COC(=O)c1ccccc1NC1OC(=O)c2ccccc21 (stereo not given)	-2%	-10
Cc1cccc(NC(=O)Cc2ccc(-c3ccccc3)cc2)n1	?	/
COc1ccc(NC(=S)N2CCOCC2)c(OC)c1	?	/
O=C1CCC(=O)N1c1ccc(-c2nc3ccccc3s2)cc1	-12%	1
O=C(NCc1cccs1)c1cc(-c2ccccc2)on1	?	/
CNc1ccc(Br)cc(C(=O)/C=C/c2ccc3c(c2)OCO3)c1=O	?	/
CSc1ncccc1C(=O)OCc1ccc(COC(=O)c2cccnc2SC)cc1	?	/
COc1ccc(CNc2nc(S(=O)(=O)c3ccccc3)c(Cl)s2)cc1OC	-4%	-10
O=C(CN1CCN(c2ccc(F)cc2)CC1)N(C1CCCC1)C1CCS(=O)(=O)C1 (stereo not given)	10%	15
S=C(NCc1ccccn1)Nc1ccc(Cl)cc1Cl	17%	-25
C#CCCc1ccccc1/C=[N+](/C)[O-]	?	/
COc1ccc(CNc2ncnc3c2[nH]c2cc(OC)c(OC)cc23)cc1	-6%	-16
COc1ccccc1/C=N/N1CCN(c2ccc(Cl)cc2)CC1	?	/
N#Cc1ccc(C(=O)N2CCN(S(=O)(=O)c3ccc(Br)s3)CC2)cc1	?	/
CC(SC1=NCCN1S(=O)(=O)c1ccc(F)cc1)c1ccccc1 (stereo not given)	9%	1
COC(=O)C1=C(C)N(Cc2ccccc2)C(=NCc2ccc(OC)cc2)N[C@H]1c1cccc(F)c1	?	/
CN(C)c1ccc(C=Nc2ccc(N(C)C)cc2)cc1	-28%	1
O=C1NC2(CCCCCC2)C(=O)N1Cc1ccc(Cl)cc1Cl	i	-21
CCSc1nnc(NC(=O)C2CCCCC2)s1	1%	-5
COc1ccc(CNC(=O)C2CCN(C(=O)[C@@H](CC(C)C)NC(=O)OC(C)(C)C)CC2)cc1	?	/
Cc1cc(Nc2cc(Cl)cc(Cl)c2)nc(N)n1	?	/
Cc1c(C(=O)N2CCOCC2)c(S(=O)(=O)N2CCN(c3ccc(Cl)cc3)CC2)c(C)n1C	i	-15
CC(=O)c1ccc(NC(=S)N2CCN(CCO)CC2)cc1	21%	0
CC(=O)Cc1ccccc1OC(=O)c1ccco1	?	/
O=C(NCCNCc1ccccn1)c1ccco1	-26%	-7
Cc1nn(CC(=O)N2CCCCCC2)c(=O)c2cc3occc3n12	i	/

Four structures from above, ordered by heavy-atom count, descending:
SMILES	S3 lipid droplet	S3 lipid droplet cell count max
O=C1NC2(CCCCCC2)C(=O)N1Cc1ccc(Cl)cc1Cl	i	-21
CC(=O)c1ccc(NC(=S)N2CCN(CCO)CC2)cc1	21%	0
O=C(NCCNCc1ccccn1)c1ccco1	-26%	-7
Cc1cc(Nc2cc(Cl)cc(Cl)c2)nc(N)n1	?	/
